RAM network inh – yeast RAM network inhibition; actives 1.8% (n = 190,000); AID 868; inhibition, % at 50 µM; S. cerevisiae dse1pr::URA3 reporter, 5-FOA growth OD615, 2 d; analog-sensitive cbk1-as2 kinase mutant strain;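 active = inhibition above a set limit, 3 SD over mean compound inhibition, cut at about 8.4% in these data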;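 also: 0% = DMSO-only wells with no growth and 100% = 10 µM 1-NA-PP1 full growth; inhibition rescues growth on 5-FOA so higher OD means more RAM inhibition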
Redox H2O2 prof – compounds producing H2O2 with reducing agent – biochemical, NIH compound library profiling, artefact control for MLSCN library redox annotation, primary screen. activation, % at 10 µM. AID 878. DTT-dependent redox cycling H2O2, phenol red/HRP absorbance; 100% = 100 µM peroxide control, 0% = buffer. actives 0.03% (n = 200,000);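 active = activation of at least 50% relative to the plate's high and low controls in the primary single-dose screen; inactive = activation below 50%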;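 also: compound incubated with DTT at 0.8 mM final as the reducing agent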
Diaph inh CS – diaphorase inhibition or chemical oxidation counter-screen | diaphorase resazurin-to-resorufin fluorescence, NADH, 16 min; bacterial (C. kluyveri) enzyme, not human | inhibition, % at 20 µM | actives 0.69% (n = 190,000) | AID 1217;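 active = primary screen inhibition at 20 µM above a set limit, cut at about 50% in these data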;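 also: plate controls were DMSO with full reaction for no effect and wells lacking NADH for full effect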
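Detection: fluorescence of resorufin formed from resazurin, Ex 544/Em 590 nm; test system: Clostridium kluyveri diaphorase enzyme; amount: 0.14 U/mL diaphorase, enzyme working solution; times: 16-min room-temperature incubation before reading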
Hsp70 act – Hsp70 transcriptional activation, primary screen; actives 0.04% (n = 200,000); HeLa Hsp70 promoter luciferase reporter, luminescence; scaled: vehicle 0, proteasome-inhibitor control 100%; activation, % at 10 µM; AID 1203;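 active = activation above the mean across all tested compounds plus 3 SD, cutoff set per campaign, cut at about 5.5% in these data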;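 also: 100% = MG132 at 30 µM as the positive control and 0% = DMSO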
PMI activator – activators of human phosphomannose isomerase; activation factor at 20 µM; purified human PMI, coupled resazurin fluorescence, 20 min; active compounds read high; 1 = vehicle control, 0 substrate-free wells; actives 0.005% (n = 190,000);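 active = activation factor of 2 or more at 20 µM, relative to plate controls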
S1P3 antag – antagonists of human S1P3 receptor. CHO S1P3 NFAT-BLA reporter, FRET fluorescence, antagonist mode. inhibition, % at 4.98 µM. actives 0.27% (n = 170,000). AID 485;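 active = inhibition above the plate cutoff, the mean inhibition of test wells on that plate plus 3 SD, cut at about 28% in these data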;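 also: cells challenged with S1P at its EC80 of 0.8 µM; blue over green emission ratio from cleaved BLA substrate after 4 h stimulation; 0% = S1P-stimulated wells and 100% = unstimulated DMSO-only wells; some compounds past the cut are filed as inactive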
TLR4 MyD88 comp – TLR4-MyD88 interaction inhibition in cells; HeLa CL3-4 TLR4/MyD88 BLA complementation, FRET ratio; inhibition, % at 8.4 µM; AID 861; O00206+Q99836; actives 0.18% (n = 200,000); in the data active = inhibition above about 25%;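 also: 0% = vehicle and 100% = reference inhibitor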
Target sequence (O00206 whole entry, looked up): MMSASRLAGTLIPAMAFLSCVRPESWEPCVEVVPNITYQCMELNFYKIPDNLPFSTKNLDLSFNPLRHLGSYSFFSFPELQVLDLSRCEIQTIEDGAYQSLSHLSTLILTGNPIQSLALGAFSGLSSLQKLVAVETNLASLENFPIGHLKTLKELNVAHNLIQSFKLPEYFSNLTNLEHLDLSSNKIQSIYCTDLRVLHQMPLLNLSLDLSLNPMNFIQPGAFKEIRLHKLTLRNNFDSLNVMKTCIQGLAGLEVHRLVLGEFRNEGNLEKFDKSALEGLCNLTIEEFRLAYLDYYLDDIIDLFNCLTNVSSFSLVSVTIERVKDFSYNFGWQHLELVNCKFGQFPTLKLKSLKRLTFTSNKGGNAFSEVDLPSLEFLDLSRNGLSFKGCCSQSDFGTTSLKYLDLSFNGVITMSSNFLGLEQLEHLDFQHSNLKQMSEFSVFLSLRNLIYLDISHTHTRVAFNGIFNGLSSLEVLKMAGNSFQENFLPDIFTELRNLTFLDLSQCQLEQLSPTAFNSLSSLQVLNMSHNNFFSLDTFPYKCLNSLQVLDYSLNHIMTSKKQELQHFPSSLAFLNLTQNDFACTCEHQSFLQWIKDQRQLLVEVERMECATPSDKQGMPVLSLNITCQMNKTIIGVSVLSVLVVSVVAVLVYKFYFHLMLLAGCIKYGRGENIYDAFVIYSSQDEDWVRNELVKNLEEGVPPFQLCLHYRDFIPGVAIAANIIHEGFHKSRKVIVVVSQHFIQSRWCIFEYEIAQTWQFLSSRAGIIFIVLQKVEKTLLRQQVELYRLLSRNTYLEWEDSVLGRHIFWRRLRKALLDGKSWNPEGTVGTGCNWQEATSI
Target sequence (Q99836 whole entry, looked up): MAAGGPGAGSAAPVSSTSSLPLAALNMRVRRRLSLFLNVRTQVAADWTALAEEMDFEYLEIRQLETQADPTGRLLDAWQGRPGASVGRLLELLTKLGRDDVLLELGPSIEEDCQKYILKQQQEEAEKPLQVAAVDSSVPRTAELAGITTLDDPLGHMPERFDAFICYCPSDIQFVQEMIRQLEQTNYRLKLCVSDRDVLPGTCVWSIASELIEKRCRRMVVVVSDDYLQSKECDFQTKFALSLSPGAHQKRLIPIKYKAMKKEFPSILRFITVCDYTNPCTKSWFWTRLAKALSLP
Diaph act CS – activates diaphorase or chemically reduces, flagging diaphorase assay artifacts. Diaphorase/resazurin coupled assay, resorufin fluorescence, 16 min; active compounds read high; 1 = vehicle wells, 0 = NADH-free wells. activation factor at 20 µM. actives 0.005% (n = 190,000). AID 1229;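 active = diaphorase activity raised at least twofold by the compound at 20 µM; inactive = activation factor below 2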
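test system = bacterial diaphorase enzyme (C. kluyveri) | quantity = enzyme 0.07 U/mL final | reagent = NADH substrate 0.114 mM plus resazurin dye 0.1 mM, final | incubation = 16 min enzyme reaction, ambient temperature | buffer or medium = HEPES pH 7.4 buffer with MgCl2 and Tween 20 | signal = fluorescence of resorufin, 544 nm excitation, 590 nm emission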
Lmaj promast – Leishmania major promastigote growth inhibition; Leishmania major promastigotes, resazurin fluorescence viability; inhibition, % at 10 µM; actives 9% (n = 200,000); AID 1063;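 also: promastigotes grown with compound for 44 hours at 28 °C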
G6PDH CS – L. mesenteroides G6PDH inhibition counter-screen; AID 1020; actives 0.12% (n = 200,000); Purified L. mesenteroides G6PDH, diaphorase/resazurin coupled fluorescence, 45 min; inhibition, % at 5 µM
PMI act hi M6P – activators of human phosphomannose isomerase at near-saturating mannose 6-phosphate; AID 1216; actives 0.34% (n = 190,000); coupled PMI enzyme assay, resazurin fluorescence, 20 min; active compounds read high; 1 = untreated enzyme, 0 = substrate-free blank; P34949; activation factor at 20 µM;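 active = activation factor of 2 or more at 20 µM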
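Test system: human phosphomannose isomerase with PGI, G6PDH, diaphorase coupling enzymes / Doses: 20 µM compound, 1% DMSO / Times: enzyme reaction with compound 20 min at room temperature / Measured by: Diaphorase-driven resazurin-to-resorufin fluorescence, excitation 544, emission 590 nm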
Starred values were filed as active, the others as inactive. Rule as the data show it, unless noted: active = inhibition above about 50%; inactive = the rest.

How did CC(C)c1nnc(SCC(=O)N2CCOCC2)n1C do in these assays?
RAM network inh: -0.1; Redox H2O2 prof: 1.2; Diaph inh CS: 3; Hsp70 act: 1.3; PMI activator: 1; TLR4 MyD88 comp: 2; Diaph act CS: 1; Lmaj promast: -9; G6PDH CS: 0; PMI act hi M6P: 1

What do the screens show for `COc1ccccc1NC(=O)CCN1CCCCCC1`?
RAM network inh: 2.5; Redox H2O2 prof: 0.3; Diaph inh CS: 6; Hsp70 act: 0.1; PMI activator: 1; S1P3 antag: 2; TLR4 MyD88 comp: -1; Diaph act CS: 0.9; Lmaj promast: 0; G6PDH CS: 11; PMI act hi M6P: 1

How did Cc1csc(NC(=O)CSc2nnc(-c3ccccc3)o2)n1 do in these assays?
RAM network inh: 1.4; Redox H2O2 prof: 0.2; Diaph inh CS: 22; Hsp70 act: -0.1; PMI activator: 0.9; TLR4 MyD88 comp: 0; Diaph act CS: 0.8; Lmaj promast: -3; G6PDH CS: 0; PMI act hi M6P: 0.9

Results for CCOc1cc(/C=N/Nc2nncc(-c3ccccc3)n2)ccc1O ?
RAM network inh: 0.0; Redox H2O2 prof: -0.7; Diaph inh CS: 2; Hsp70 act: -0.4; PMI activator: 0.9; S1P3 antag: -23; TLR4 MyD88 comp: 2; Diaph act CS: 1; Lmaj promast: 49; G6PDH CS: 1; PMI act hi M6P: 0.9

How did CCN(CC)CCNC(=O)C(=O)NCC1OCCN1S(=O)(=O)c1ccc2c(c1)OCCO2 (stereo not drawn) do in these assays?
RAM network inh: 0.3; Redox H2O2 prof: -0.5; Diaph inh CS: 7; Hsp70 act: -0.1; PMI activator: 1; S1P3 antag: -19; TLR4 MyD88 comp: -7; Diaph act CS: 0.9; Lmaj promast: -3; G6PDH CS: 1; PMI act hi M6P: 1

What do the screens show for `Cc1nc2ncnn2c(C)c1CCC(=O)N1CCN(Cc2ccccc2)CC1`?
RAM network inh: 0.4; Redox H2O2 prof: -2.3; Diaph inh CS: 0; Hsp70 act: 0.4; PMI activator: 1; TLR4 MyD88 comp: 2; Diaph act CS: 1; Lmaj promast: 0; G6PDH CS: 8; PMI act hi M6P: 1.1

What do the screens show for `C/C(=N\NC(=O)C(C)Oc1ccc([N+](=O)[O-])cc1)c1ccccn1` (stereo not drawn)?
RAM network inh: 0.5; Redox H2O2 prof: -4.2; Diaph inh CS: 6; Hsp70 act: -0.3; PMI activator: 1.1; TLR4 MyD88 comp: 2; Diaph act CS: 0.9; Lmaj promast: 100*; G6PDH CS: 17; PMI act hi M6P: 1.1

What do the screens show for `Cc1ccc(S(=O)(=O)N2CCCC2C(=O)OCC(=O)Nc2ccc3c(c2)OCO3)cc1` (stereo not drawn)?
RAM network inh: 0.8; Redox H2O2 prof: 1.1; Diaph inh CS: 11; Hsp70 act: -0.4; PMI activator: 1; S1P3 antag: -4; TLR4 MyD88 comp: 2; Diaph act CS: 0.9; Lmaj promast: 4; G6PDH CS: 4; PMI act hi M6P: 1

Results for COc1cccc(NC(=O)CCCn2c(=O)[nH]c3ccccc3c2=O)c1 ?
RAM network inh: -0.4; Redox H2O2 prof: 1.1; Diaph inh CS: 12; Hsp70 act: 0.1; PMI activator: 1.1; S1P3 antag: 4; TLR4 MyD88 comp: -12; Diaph act CS: 0.9; Lmaj promast: 6; G6PDH CS: 4; PMI act hi M6P: 1

Results for Cc1ccccc1CSCCNC(=O)c1ccccc1 ?
RAM network inh: 1.3; Redox H2O2 prof: -0.7; Diaph inh CS: 15; Hsp70 act: -0.2; PMI activator: 0.9; S1P3 antag: -3; TLR4 MyD88 comp: -11; Diaph act CS: 0.8; Lmaj promast: 4; G6PDH CS: 14; PMI act hi M6P: 0.9

What do the screens show for `CCc1nnc(NC(=O)c2cccc(S(=O)(=O)N3CC(c4ccccc4)CC3=O)c2)s1` (stereo not drawn)?
RAM network inh: 5.1; Redox H2O2 prof: -1.8; Diaph inh CS: 22; Hsp70 act: -0.3; PMI activator: 0.9; TLR4 MyD88 comp: -5; Diaph act CS: 0.8; Lmaj promast: -9; G6PDH CS: 7; PMI act hi M6P: 1.1

What do the screens show for `COC(=O)c1sc(N)c(C(=O)OC)c1COC(=O)c1c(C)noc1C`?
RAM network inh: 5.9; Redox H2O2 prof: 0.1; Diaph inh CS: 28; Hsp70 act: -0.3; PMI activator: 0.9; S1P3 antag: 1; TLR4 MyD88 comp: 12; Diaph act CS: 0.7; Lmaj promast: 21; G6PDH CS: -1; PMI act hi M6P: 0.9

How did Cc1occc1-c1nnc(SCC(=O)Nc2nc(C(C)(C)C)cs2)o1 do in these assays?
RAM network inh: 2.0; Redox H2O2 prof: 0.1; Diaph inh CS: 13; Hsp70 act: 0.1; PMI activator: 0.9; TLR4 MyD88 comp: 6; Diaph act CS: 0.9; Lmaj promast: 6; G6PDH CS: 8; PMI act hi M6P: 0.9

How did CCOc1ccc(N(C(C)=O)C2C=CS(=O)(=O)C2)cc1 (stereo not drawn) do in these assays?
RAM network inh: 0.1; Redox H2O2 prof: -0.3; Diaph inh CS: 18; Hsp70 act: 0.0; PMI activator: 0.9; S1P3 antag: -26; TLR4 MyD88 comp: -7; Diaph act CS: 0.8; Lmaj promast: -6; G6PDH CS: -12; PMI act hi M6P: 0.9

What do the screens show for `Cc1cc(C#N)c(SCC(N)=O)nc1-c1ccc(F)cc1`?
RAM network inh: 2.7; Redox H2O2 prof: -0.4; Diaph inh CS: -4; Hsp70 act: 0.2; PMI activator: 1.1; S1P3 antag: 12; TLR4 MyD88 comp: -1; Diaph act CS: 1; Lmaj promast: 3; G6PDH CS: 9; PMI act hi M6P: 1.1

How did CN(C)C(CNC(=O)CCOc1ccccc1)c1ccco1 (stereo not drawn) do in these assays?
RAM network inh: 1.2; Redox H2O2 prof: -1.9; Diaph inh CS: 17; Hsp70 act: -0.3; PMI activator: 0.9; S1P3 antag: -1; TLR4 MyD88 comp: 4; Diaph act CS: 0.8; Lmaj promast: -6; G6PDH CS: 4; PMI act hi M6P: 0.7

How did Cc1ccc(/C=N/NC(=O)CSc2nnc(-c3ccc(Cl)cc3)n2-c2ccc(Cl)cc2)o1 do in these assays?
RAM network inh: -0.2; Redox H2O2 prof: 0.7; Diaph inh CS: -4; Hsp70 act: -0.5; PMI activator: 1; S1P3 antag: -33; TLR4 MyD88 comp: -4; Diaph act CS: 1; Lmaj promast: 22; G6PDH CS: -22; PMI act hi M6P: 1

What do the screens show for `OCCC1CN(Cc2ccc(-c3ccco3)cc2)CCN1Cc1ccsc1` (stereo not drawn)?
RAM network inh: 0.5; Redox H2O2 prof: -1.1; Diaph inh CS: 13; Hsp70 act: -0.1; PMI activator: 0.9; S1P3 antag: -13; TLR4 MyD88 comp: 0; Diaph act CS: 0.9; Lmaj promast: 76*; G6PDH CS: 6; PMI act hi M6P: 0.9

Results for CN(C)S(=O)(=O)c1ccc2c(c1)c(=O)c(C(=O)NCCCN1CCCCCC1)cn2C ?
RAM network inh: 1.7; Redox H2O2 prof: -0.4; Diaph inh CS: -4; Hsp70 act: -0.2; PMI activator: 0.8; S1P3 antag: -40; TLR4 MyD88 comp: -6; Diaph act CS: 1; Lmaj promast: -4; G6PDH CS: -46; PMI act hi M6P: 0.8

Results for CSc1nc(N)nc(SCC(=O)Nc2cccc(F)c2)c1C#N ?
RAM network inh: 2.1; Redox H2O2 prof: 0.4; Diaph inh CS: 10; Hsp70 act: 0.0; PMI activator: 0.9; S1P3 antag: 6; TLR4 MyD88 comp: 3; Diaph act CS: 0.9; Lmaj promast: 9; G6PDH CS: -14; PMI act hi M6P: 1

How did Cc1ccc(C)c(NC(=O)CSc2nnc(-c3n[nH]c4ccccc34)o2)c1 do in these assays?
RAM network inh: 0.9; Diaph inh CS: 14; Hsp70 act: -0.3; PMI activator: 0.9; S1P3 antag: -8; TLR4 MyD88 comp: -7; Diaph act CS: 0.9; Lmaj promast: 60*; G6PDH CS: -2; PMI act hi M6P: 0.9

How did O=C(Nc1ccon1)c1csc2c1CCCC2 do in these assays?
RAM network inh: 0.0; Redox H2O2 prof: 1.0; Diaph inh CS: 8; Hsp70 act: -0.3; PMI activator: 0.9; S1P3 antag: -8; TLR4 MyD88 comp: -16; Diaph act CS: 0.9; Lmaj promast: 78*; G6PDH CS: 2; PMI act hi M6P: 1

How did CC1CN(C2CCCCC2)c2nc3c(c(=O)[nH]c(=O)n3C)n2C1 (stereo not drawn) do in these assays?
RAM network inh: 0.3; Redox H2O2 prof: 3.6; Diaph inh CS: 26; Hsp70 act: -0.3; PMI activator: 0.9; S1P3 antag: -23; TLR4 MyD88 comp: -9; Diaph act CS: 0.7; Lmaj promast: 1; G6PDH CS: -8; PMI act hi M6P: 0.9

How did O=C(Nc1ccncc1)c1ccc2c(c1)OCCO2 do in these assays?
RAM network inh: 1.5; Redox H2O2 prof: -1.0; Diaph inh CS: 5; Hsp70 act: -0.1; PMI activator: 0.9; S1P3 antag: 41; TLR4 MyD88 comp: 10; Diaph act CS: 0.9; Lmaj promast: 3; G6PDH CS: 4; PMI act hi M6P: 0.9

Results for CN(C)S(=O)(=O)c1ccc(Nc2ccc(-c3ccc4c(c3)OCCO4)nn2)cc1 ?
RAM network inh: 2.5; Redox H2O2 prof: 1.8; Diaph inh CS: 17; Hsp70 act: -0.1; PMI activator: 0.9; TLR4 MyD88 comp: -2; Diaph act CS: 0.8; Lmaj promast: -1; G6PDH CS: -1; PMI act hi M6P: 1

Retrieved by compound from the entries so far, 2 records:
Results for CN(C)S(=O)(=O)c1ccc(Nc2ccc(-c3ccc4c(c3)OCCO4)nn2)cc1 ?
RAM network inh: 2.5; Redox H2O2 prof: 1.8; Diaph inh CS: 17; Hsp70 act: -0.1; PMI activator: 0.9; TLR4 MyD88 comp: -2; Diaph act CS: 0.8; Lmaj promast: -1; G6PDH CS: -1; PMI act hi M6P: 1

How did O=C(Nc1ccncc1)c1ccc2c(c1)OCCO2 do in these assays?
RAM network inh: 1.5; Redox H2O2 prof: -1.0; Diaph inh CS: 5; Hsp70 act: -0.1; PMI activator: 0.9; S1P3 antag: 41; TLR4 MyD88 comp: 10; Diaph act CS: 0.9; Lmaj promast: 3; G6PDH CS: 4; PMI act hi M6P: 0.9

Assay outcomes (PubChem BioAssay)
